# Screening data: PubChem, several laboratories
# Arrestin-AP2 inh: inhibitors of beta-arrestin/AP2 binding, primary screen, biochemical, GPCR trafficking, flow cytometry; beta-arrestin 1 C-terminal peptide binding to AP2 beta2-adaptin appendage (human); FITC-arrestin peptide / GST-AP2 beads; AP2 beta2 appendage carries R879A mutation; inhibition, % at 10 µM; 340,000 tested, 0.31% active; AID 504490, 2011;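 active = inhibition above a set limit, near 3 SD of compounds lacking own fluorescence, cut at about 54% in these data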;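 note: plate controls were DMSO wells for no effect and 5 µM unlabelled arrestin peptide for full effect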
#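 System: GST-tagged AP2 beta2-adaptin appendage (R879A) on 4 µm glutathione beads / Reagent: FITC-arrestin peptide, 50 nM / Detection: HyperCyt-sampled flow cytometry, FL1 channel, ex 488/em 535 nm / Timing: 12 min plus 1 h, RT / Buffer or medium: PBS plus Tween 20 (0.05%) and BSA (0.1%)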
# MOR-DOR inv ag: inverse agonists of MOR-DOR heterodimerization, primary screen, cell-based, luminescence; Mu-type opioid receptor (Homo sapiens) + Delta-type opioid receptor (Homo sapiens), …; cell-based MOR-DOR heterodimer luminescence, inverse agonism; inhibition, % at 9.3 µM; 340,000 tested, 0.21% active; AID 504357, 2011; in the data active = inhibition above about 22%, passing the limit was not always enough;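 note: 0% = cells with DMSO and 100% = wells without cells with DMSO; values of inactives mirror those of a sister screen read the other way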
# Pemphigus Ab inh: inhibitors of pemphigus antibody binding to DSG3, primary screen, biochemical, bead-based, flow cytometry, scFv-GFP | binding (percent of control), % at 10 µM | DSG3-coupled beads, scFv-anti-DSG3-GFP binding; active compounds read low | 310,000 tested, 0.48% active | AID 588358, 2011 | Desmoglein-3 (Homo sapiens), P32926;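 active = binding more than 3 SD below its plate's average and above zero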;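 note: hits lower antibody fragment binding to DSG3; some compounds called inactive have numbers as strong as hits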
# Target sequence (P32926 whole entry, looked up, the tested form may be a part): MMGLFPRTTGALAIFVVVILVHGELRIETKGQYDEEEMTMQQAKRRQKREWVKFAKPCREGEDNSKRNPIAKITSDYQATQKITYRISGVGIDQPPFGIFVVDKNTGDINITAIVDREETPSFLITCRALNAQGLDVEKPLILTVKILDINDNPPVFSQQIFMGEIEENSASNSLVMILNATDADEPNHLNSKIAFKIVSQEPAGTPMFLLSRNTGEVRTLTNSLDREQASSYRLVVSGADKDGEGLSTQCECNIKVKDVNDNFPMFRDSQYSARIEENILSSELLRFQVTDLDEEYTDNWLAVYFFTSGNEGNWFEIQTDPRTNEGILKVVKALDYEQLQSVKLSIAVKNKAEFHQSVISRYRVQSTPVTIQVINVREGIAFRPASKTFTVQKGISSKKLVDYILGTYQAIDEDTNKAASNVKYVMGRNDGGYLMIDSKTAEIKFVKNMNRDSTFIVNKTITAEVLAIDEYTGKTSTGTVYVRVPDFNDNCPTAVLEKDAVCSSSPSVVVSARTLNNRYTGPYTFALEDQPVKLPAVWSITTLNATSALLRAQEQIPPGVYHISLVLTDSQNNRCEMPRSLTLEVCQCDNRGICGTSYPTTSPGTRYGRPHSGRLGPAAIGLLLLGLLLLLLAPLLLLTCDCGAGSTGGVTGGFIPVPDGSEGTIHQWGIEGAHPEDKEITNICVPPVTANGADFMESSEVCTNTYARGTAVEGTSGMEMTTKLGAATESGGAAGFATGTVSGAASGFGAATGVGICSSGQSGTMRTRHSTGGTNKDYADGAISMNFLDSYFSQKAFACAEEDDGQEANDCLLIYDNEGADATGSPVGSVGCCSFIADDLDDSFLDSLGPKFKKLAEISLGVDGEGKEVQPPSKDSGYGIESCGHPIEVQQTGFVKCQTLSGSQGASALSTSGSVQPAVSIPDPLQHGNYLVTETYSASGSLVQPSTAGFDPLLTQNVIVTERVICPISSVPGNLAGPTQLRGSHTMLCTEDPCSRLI
# RTF Ca sens inh: cardiac RTF calcium sensitivity inhibitors, primary screen, biochemical, IANBD-TnC fluorescence, EC70 calcium; AID 493244, 2011; Troponin I, cardiac muscle (Homo sapiens) + Troponin T, cardiac muscle (Homo sapiens) + …; 340,000 tested, 0.12% active; IANBD-labeled cardiac RTF, Ca2+ fluorescence; inhibition, % at 7.15 µM;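 active = inhibition above the mean inhibition of all tested compounds plus 3 SD, cut at about 17% in these data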;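 note: assay run at fixed EC70 calcium of 1.6 mM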
# RTF Ca sens act: cardiac RTF calcium sensitivity activators, primary screen, biochemical, IANBD-TnC fluorescence, EC20 calcium. Troponin I, cardiac muscle (Homo sapiens) + Troponin T, cardiac muscle (Homo sapiens) + …. IANBD-labeled TnC RTF fluorescence at EC20 calcium; 0% EC20 calcium, 100% full calcium. activation, % at 7.2 µM. 340,000 tested, 0.24% active;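 active = activation above the mean over all tested compounds plus 3 SD, cut at about 30% in these data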;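 note: rise in fluorescence read as greater calcium sensitivity of cardiac thin filaments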
# LANA DNA inh: inhibitors of KSHV C-LANA binding to DNA, primary screen, biochemical, fluorescence polarization, FAM-LBS DNA, MBP-C-LANA, single point; Kaposi's sarcoma herpesvirus LANA C-terminal domain (residues 932-1162) DNA binding; AID 504423, 2011; 340,000 tested, 0.078% active; inhibition, % at 9 µM;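 active = highest replicate inhibition at or above 60% at 9 µM, even if other replicates fall short; inactive = all replicates below 60% inhibition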;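 note: 0% = neutral control wells and 100% = 4 µM acridine orange control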
# OPRM1-OPRD1 ag: agonists of OPRM1-OPRD1 heterodimerization, primary screen, cell-based, luminescence; activation, % at 9.3 µM; Mu-type opioid receptor (Homo sapiens) + Delta-type opioid receptor (Homo sapiens), …; cells; 340,000 tested, 0.3% active; in the data active = activation above about 18%;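 note: 0% = vehicle-treated cells and 100% = reference agonist; values of inactives mirror those of a sister screen read the other way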
# V-ATPase pH: regulators of yeast V-ATPase proton pumping, primary screen, pHLuorin cytosolic pH fluorescence; S. cerevisiae; response, % at 10 µM; 350,000 tested, 0.37% active; AID 504577, 2011; in the data active = response mostly above about 7.3%, no sharp cut-off; inactive = mostly below about 5.4%; note: actives read high; inactives centre near 0; some compounds called inactive have numbers as strong as hits; reference of the scale not given here
# Wnt bcat act: Wnt/beta-catenin pathway activators, primary screen, cell-based, plate reader, single point | Wnt/beta-catenin reporter cell assay, activator | activation, % at 9.35 µM | 300,000 tested, 1.2% active; in the data active = activation above about 30%, passing the limit was not always enough;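 note: 0% = neutral control wells and 100% = positive control wells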
# Keap1-Nrf2 PPI: Keap1-Nrf2 protein-protein interaction inhibitors, primary screen, biochemical, fluorescence polarization, single point | Keap1 Kelch-Nrf2 peptide fluorescence polarization, 1536-well | inhibition, % at 9.4 µM | 340,000 tested, 0.15% active | AID 504523, 2011; in the data active = inhibition above about 12%;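 note: human Keap1 Kelch domain with fluorescein labeled Nrf2 9mer peptide probe; 0% = neutral control wells and 100% = peptide positive control; higher means more block of Keap1 binding to Nrf2 peptide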
# * = called active by the depositor; x = not tested or not shown.
SMILES,Arrestin-AP2 inh,MOR-DOR inv ag,Pemphigus Ab inh,RTF Ca sens inh,RTF Ca sens act,LANA DNA inh,OPRM1-OPRD1 ag,V-ATPase pH,Wnt bcat act,Keap1-Nrf2 PPI
CC(=O)N1N=C(c2cccnc2)OC1c1ccc(C(C)C)cc1 (stereo not drawn),0.5,6.4,96.6,-1.4,-7.1,-2.2,-0.9,-1.1,-3.9,5.4
Cc1cc(C)c(NC(=O)CSCc2nc3sc(C)c(C)c3c(=O)[nH]2)c(Cl)c1,-8.3,0.6,110.7,-11.2,6.5,0.2,-0.1,-0.6,-3.6,-5.1
Cc1ccc(S(=O)(=O)NNC(=S)Nc2ccc(Cl)cc2)cc1,3.2,17.3,110.7,7.4,0.9,-1.1,-3.4,0.4,3.4,-5.8
CCOC(=O)/C(C#N)=C/c1ccc(OCC(=O)Nc2cc(C)ccc2C)c(OC)c1,20.4,10.8,98.6,6.9,-4.5,0.1,-1.8,-5.5,0.5,0.0
N#C/C(=C1/C(=O)Nc2ccc(Br)cc21)c1ccccn1,11.9,49.1*,111.9,-13.0,1.0,2.8,-10.5,-9.7,-1.1,4.5
COc1ccc(OC)c(C(=O)COC(=O)c2c(OC)cccc2OC)c1,26.3,12.9,100.5,-0.9,-4.6,0.7,-2.4,-0.9,x,-0.4
COc1ccc(CCNC(=O)c2ccc(Cl)c(S(=O)(=O)N(C)c3ccccc3)c2)cc1,4.3,10.4,116.2,-5.1,-3.5,-1.3,-1.9,-0.3,20.8,-4.2
Cc1ccc(NC(=O)c2sc3ncn(CC(=O)N4CCOCC4)c(=O)c3c2C)c(Br)c1,2.6,11.4,102.2,1.8,-1.4,-1.3,-2.3,2.5,1.4,-1.1
O=C(COc1ccccc1)Nc1nc2c(s1)CCCC2,1.2,-5.2,x,6.8,-4.6,-1.4,0.7,-3.2,20.2,-1.3
O=C1CC(c2ccccc2)c2ccc(O)cc2O1 (stereo not drawn),4.8,-0.5,106.5,-15.4,7.8,-0.8,0.1,3.7,x,1.0
CN(C)CCNc1cc(-c2ccncc2)nc2ccccc12,3.0,3.5,100.9,-9.4,9.7,-5.3,-0.6,0.8,-0.6,-9.4
Cc1[nH]c2ccc(F)cc2c1CCN(Cc1cccnc1)C(=S)Nc1ccc(F)cc1,3.9,18.2,101.4,-0.2,3.4,1.1,-3.5,0.5,-2.2,-5.5
COc1ccc(S(=O)(=O)/C(C#N)=C/Nc2cccc(OC)c2)cc1,7.2,13.9,103.1,-9.5,12.4,-2.4,-3.1,1.4,3.2,-4.1
Cc1cc(=O)oc2cc(NC(=O)C(C)Oc3ccc(F)cc3)ccc12 (stereo not drawn),-6.9,1.5,94.2,-9.5,-7.8,0.7,-0.2,-3.1,1.8,0.5
CCOC(=O)C1(Cc2cccc(OC)c2)CCCN(S(=O)(=O)CC)C1 (stereo not drawn),-8.0,13.9,143.4,-7.2,-4.1,-1.9,-2.8,-0.6,-0.4,3.2
Cc1ccc(SCc2noc(C(=O)NC(C)C)c2C(=O)O)cc1C,-3.1,5.7,106.8,6.8,-3.3,-0.8,-1.0,-0.3,0.2,1.1
COc1ccc(C(=O)N/N=C/c2cccnc2)cc1,-7.1,9.6,x,-5.8,0.9,-3.0,-2.1,-2.1,4.6,1.9
C[C@@]1([C@@H](NC(=O)c2cccs2)c2ccc(-c3ccccc3)cc2)C[C@H]1C1CCCCC1,29.6,6.1,98.0,-6.8,4.0,1.0,-1.1,-0.9,-1.3,-1.4
O=C1C(c2c(O)[nH]c3ccccc23)=Nc2ccccc21,9.8,13.2,114.6,6.8,1.7,-0.4,-2.4,5.1,0.3,-3.0
CCOC(=O)CSc1nc2sc3c(c2c(=O)n1-c1ccccc1)CCN(C)C3,38.8,13.7,110.7,-13.3,3.8,-2.8,-2.7,6.9,0.9,-4.9
OC(COCc1ccccc1)CN1CCN(Cc2ccc3c(c2)OCO3)CC1 (stereo not drawn),2.9,0.3,104.2,-0.3,-7.0,-1.5,0.0,x,1.8,-3.2
CN(C)S(=O)(=O)c1cccc(NC(=O)c2sccc2-c2ccccc2)c1,1.3,12.9,x,-1.2,-4.3,0.1,-2.4,0.7,-2.3,-0.9
COc1cc(OC)c(-c2oc3ccccc3c(=O)c2O)c(OC)c1,-12.8,13.6,91.1,1.1,-2.3,1.9,-2.6,3.4,-1.4,-0.2
COc1ccccc1C1=NOC(C)(c2nnc(-c3cccc(Cl)c3)o2)C1 (stereo not drawn),1.3,-7.3,102.8,5.0,3.6,0.8,1.3,-3.1,-4.4,0.8

# Three entries out of the list above, ordered by their value in V-ATPase pH, largest number first.
SMILES,Arrestin-AP2 inh,MOR-DOR inv ag,Pemphigus Ab inh,RTF Ca sens inh,RTF Ca sens act,LANA DNA inh,OPRM1-OPRD1 ag,V-ATPase pH,Wnt bcat act,Keap1-Nrf2 PPI
COc1cc(OC)c(-c2oc3ccccc3c(=O)c2O)c(OC)c1,-12.8,13.6,91.1,1.1,-2.3,1.9,-2.6,3.4,-1.4,-0.2
C[C@@]1([C@@H](NC(=O)c2cccs2)c2ccc(-c3ccccc3)cc2)C[C@H]1C1CCCCC1,29.6,6.1,98.0,-6.8,4.0,1.0,-1.1,-0.9,-1.3,-1.4
COc1ccc(C(=O)N/N=C/c2cccnc2)cc1,-7.1,9.6,x,-5.8,0.9,-3.0,-2.1,-2.1,4.6,1.9

# (list continues)
SMILES,Arrestin-AP2 inh,MOR-DOR inv ag,Pemphigus Ab inh,RTF Ca sens inh,RTF Ca sens act,LANA DNA inh,OPRM1-OPRD1 ag,V-ATPase pH,Wnt bcat act,Keap1-Nrf2 PPI
CCN(C(=O)CN1CCc2ccccc21)c1c(N)n(Cc2ccccc2)c(=O)[nH]c1=O,8.2,-9.7,100.3,-3.3,3.8,-0.5,1.9,1.5,-0.4,-2.6
CC(C)=NOCC(=O)Nn1c(COc2c(C)cccc2C)nc2ccccc2c1=O,-14.2,3.9,x,-9.0,-3.4,-1.3,-0.5,3.0,-2.0,-3.4
COc1cc(C(c2c(C)[nH][nH]c2=O)c2c(C)[nH][nH]c2=O)ccc1OC(=O)c1cccc([N+](=O)[O-])c1,-8.0,5.0,105.6,1.3,-0.1,-0.4,-0.9,4.7,x,-6.8
COc1ccc(OC)c(S(=O)(=O)N/N=C\c2c[nH]c3ccccc23)c1,45.1,0.1,105.9,-9.2,-2.3,0.5,0.0,-1.8,-0.6,-1.5
CC(C)N1C(=O)CCC1C(=O)N1CCN(c2ccccn2)CC1 (stereo not drawn),13.2,19.1,101.6,-4.0,-7.9,-0.5,-3.7,-1.6,-1.7,-0.7
Cc1ccc(CN2C(=O)C(=O)c3cc(C)ccc32)cc1,1.3,31.6,97.9,-3.6,6.2,0.0,-5.5,-1.1,-10.5,-3.6
CCn1c(=O)cc(OCC(=O)Nc2ccccc2N2CCN(C)CC2)c2ccccc21,15.3,-6.5,104.3,-7.2,4.6,-0.2,1.1,2.3,2.2,-1.0
CC1(C)CC(=O)C(C(C2=C(O)CC(C)(C)CC2=O)c2ccc([N+](=O)[O-])cc2)C(=O)C1 (stereo not drawn),-6.5,13.6,x,10.3,5.5,2.0,-2.5,1.7,-0.1,-0.6
O=C(COc1ccc(Br)cc1)N/N=C1/SCC(=O)N1Cc1ccco1,10.0,13.4,104.3,-8.4,4.5,0.1,-2.6,1.1,-2.0,0.1
CCn1nc(NS(=O)(=O)c2ccc([N+](=O)[O-])cc2)c2cc3cccc(C)c3nc21,28.9,-1.2,100.1,-4.6,-3.9,2.8,0.2,1.8,-0.2,1.1
COc1ccc(NC(=O)c2sc3nc(N4CCCC4)c4c(c3c2N)CC(C)(C)OC4)c(OC)c1,14.2,-6.8,96.8,-2.7,-3.1,-1.3,1.3,2.9,-4.0,3.5
COc1ccccc1CN(Cc1nc2ccccc2c(=O)[nH]1)S(=O)(=O)c1ccc2ccccc2c1,7.6,-120.2,95.5,-7.1,8.5,7.5,20.1*,2.4,-2.7,-6.9
CC(C)c1nnc(NC(=O)CCc2ccccc2)s1,32.3,5.6,98.5,-1.2,1.5,-1.4,-1.2,-0.7,-0.2,2.5
COc1cc(C(=O)Nc2ccc(C)cc2)c2ccccc2n1,-2.7,-13.0,97.1,-0.9,2.1,-1.5,2.9,1.7,-0.7,-6.2
Cc1ccc(S(=O)(=O)N2CCCC2C(=O)Nc2cc(C)on2)cc1 (stereo not drawn),0.6,7.6,97.8,-15.8,3.8,0.4,-1.3,-2.2,x,-4.9
CC1CCN(C(=O)c2ccc(NS(=O)(=O)c3ccccc3)cc2)CC1,12.5,-6.4,98.2,-11.8,-5.1,-0.6,0.9,0.9,1.7,0.2
CN1CC(=O)N(CC(=O)Nc2ccc(Br)cc2F)C1=O,-12.2,6.6,x,-3.3,-1.0,3.9,-1.4,-1.9,-0.7,-5.2
Cc1nc2c(C(=O)NCCC3=CCCCC3)c[nH]n2c(=O)c1Cl,8.1,0.1,104.2,5.1,0.2,0.6,0.0,0.8,x,3.4
CCOc1cccc(Oc2ccc(C(F)(F)F)cn2)c1,10.7,-16.6,89.8,0.3,0.3,3.5,2.8,-0.7,x,-2.0
CN(c1ccccc1)S(=O)(=O)c1cccc(C(=O)N2CCCCCC2)c1,-3.8,23.4,102.0,1.9,1.1,-0.5,-4.8,-2.3,0.5,-0.1
COc1ccccc1NC(=O)NCc1ccc(C)n1C,-1.1,4.4,89.7,-6.2,6.6,0.3,-1.0,-2.1,-3.3,-1.7
O=C(COC(=O)C12CC3CC(CC(Cl)(C3)C1)C2)Nc1ccc2[nH]c(=O)[nH]c2c1,9.5,11.3,x,-16.1,-1.2,1.6,-2.9,-0.6,0.4,-0.4
Cc1cc(=O)oc2c(CN3CCC(C)CC3)c(O)c(Cl)cc12,9.5,8.8,92.4,-9.3,-1.7,11.2,-1.7,-1.6,x,8.9
Cc1c(C)n2c(SCC(=O)N3CCCC3)nnc2[nH]c1=O,5.3,1.2,109.8,-4.6,5.5,-0.5,-0.2,-2.5,13.1,8.8
Cc1ccc(C(=O)C(NC(=O)c2ccco2)N2CCOCC2)cc1 (stereo not drawn),-1.0,6.3,106.9,3.3,7.0,0.7,-1.0,0.1,x,-0.3
Cc1cc(N2CCCC2)nc2ccc(NC(=S)NCCCN3CCC(C)CC3)cc12,3.3,16.1,86.5,2.2,-1.1,-6.7,-3.2,3.3,-0.6,2.8
